# sEH act: increases human soluble epoxide hydrolase activity. P34913. purified human sEH enzymatic activity, activator screen. activation, % at 2 µM. actives 0.04% (n = 91,000). AID 717; in the data active = activation above about 37%; also: values of inactives mirror those of a sister screen read the other way
# Candida biofilm: kills Candida albicans biofilms. AID 834. actives 0.14% (n = 85,000). inhibition, % at 6 µM. C. albicans biofilm + clotrimazole, Alamar Blue;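 active = inhibition above 20%; inactive = inhibition below 20%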;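 also: preformed 24 hr biofilms exposed to compound for 48 hr; 0% = biofilm without compound and 100% = blank killed by clotrimazole plus chlorhexidine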
# ERb coact inh: blocks coactivator binding to human estrogen receptor beta | TR-FRET ER-beta LBD / SRC1-Cy5 peptide binding; receptor agonist-loaded with 1 µM estradiol | inhibition, % at 25.6 µM | actives 1.3% (n = 86,000) | AID 633;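 active = compounds whose percent inhibition of the receptor-coactivator binding signal exceeds about 50% in the single-dose screen, limit read from the data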;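 also: 0% = receptor plus peptide wells without compound and 100% = peptide-only wells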
# Target sequence (Q92731 whole entry, looked up, the tested form may be a part): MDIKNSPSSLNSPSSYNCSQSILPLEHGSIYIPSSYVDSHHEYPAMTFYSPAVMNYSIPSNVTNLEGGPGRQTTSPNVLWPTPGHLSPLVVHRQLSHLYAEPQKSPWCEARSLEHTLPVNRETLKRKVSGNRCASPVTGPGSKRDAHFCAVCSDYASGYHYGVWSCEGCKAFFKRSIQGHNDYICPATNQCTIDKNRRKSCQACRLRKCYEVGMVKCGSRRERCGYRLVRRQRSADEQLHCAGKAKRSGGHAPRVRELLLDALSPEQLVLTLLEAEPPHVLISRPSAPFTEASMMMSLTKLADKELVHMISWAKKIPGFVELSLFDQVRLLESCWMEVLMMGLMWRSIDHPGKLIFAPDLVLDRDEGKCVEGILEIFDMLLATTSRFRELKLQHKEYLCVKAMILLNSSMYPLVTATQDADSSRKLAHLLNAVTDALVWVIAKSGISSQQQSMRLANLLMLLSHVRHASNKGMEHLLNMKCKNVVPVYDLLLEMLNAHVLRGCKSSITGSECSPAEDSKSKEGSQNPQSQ
# Fibroblast inh: blocks proliferation of human lung fibroblasts. LL 47 human lung fibroblast viability, ATP luminescence; stronger effect = lower value. AID 719. actives 1.1% (n = 85,000). viability, % at 10 µM;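 active = viability at or below 50% in the single dose screen; inactive = viability above 50%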;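 also: compound exposure lasted 72 h before the ATP readout; 100% = median luminescence of untreated cell-only wells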
#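 Test system: LL 47 human lung fibroblasts; Quantity: 1,150 cells/well; Buffer or medium: IMEM plus 15% FBS; Dosing: tenfold compound dosing solution, DMSO at 0.1%; Timing: overnight cell rest, 72 h compound treatment at 37 °C; Detection: ATP-based CellTiter-Glo luminescent readout; Read-out basis: viability percentage against median untreated-cell control; Controls: cell-only wells, no compound.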
# H69AR growth 86K: growth inhibitors of human H69AR lung tumor cells; viability, % at 10 µM; actives 6% (n = 85,000); AID 598; H69AR lung tumor viability, ATP luminescence, 72 h; stronger effect = lower value;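 active = viability at or below 40%; inactive = viability above 40%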;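 also: multidrug resistant small cell line overexpressing MRP-1 efflux transporter; 100% = mean luminescence of untreated control wells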
# HUVEC inhibit: blocks proliferation of human endothelial cells; actives 1.1% (n = 86,000); HUVEC proliferation, CellTiter-Glo luminescence, 72 h; stronger effect = lower value; viability, % at 10 µM (by protocol);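 active = viability at or below 30%; inactive = viability above 30%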;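 also: 100% = median luminescence of DMSO-only cell control wells on each plate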
# Smad3 inh: blocks human Smad3 binding to FoxH1 peptide; P84022; TR-FRET Smad3/Dy647-FoxH1 peptide binding, europium anti-His; inhibition, % at 25 µM; actives 0.29% (n = 88,000); AID 630;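 active = compounds that reduce the energy-transfer binding signal between the protein and its labelled peptide by more than half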;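 also: 0% = Smad3 plus labelled peptide maximal FRET and 100% = peptide-only background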
# Target sequence (P84022 whole entry, looked up): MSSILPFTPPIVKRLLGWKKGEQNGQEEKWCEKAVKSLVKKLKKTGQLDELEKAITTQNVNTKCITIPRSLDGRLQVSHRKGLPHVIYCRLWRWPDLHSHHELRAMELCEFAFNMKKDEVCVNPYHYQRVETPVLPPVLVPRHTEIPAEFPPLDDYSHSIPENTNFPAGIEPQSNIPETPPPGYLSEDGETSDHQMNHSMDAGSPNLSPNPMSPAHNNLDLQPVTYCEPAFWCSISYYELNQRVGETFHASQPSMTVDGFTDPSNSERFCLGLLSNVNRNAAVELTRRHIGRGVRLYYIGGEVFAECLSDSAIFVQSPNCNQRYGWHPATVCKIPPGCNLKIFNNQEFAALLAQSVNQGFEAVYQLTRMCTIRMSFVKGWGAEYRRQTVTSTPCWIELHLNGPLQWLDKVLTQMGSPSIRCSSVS
# ERa SRC1 pot: enhances coactivator binding to human estrogen receptor alpha | P03372 | TR-FRET ERalpha-LBD/SRC-Cy5 coactivator binding, 2 h; 100 = basal binding, no effect | coactivator binding (% of control), % at 25.6 µM | actives 1.3% (n = 86,000); in the data active = activity above about 200%;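 also: binding measured in presence of low estradiol as agonist stimulus; 0% = peptide alone without receptor and 100% = receptor with peptide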
# ERa SRC1 inh: blocks coactivator binding to human estrogen receptor alpha | actives 1.7% (n = 86,000) | TR-FRET ER-alpha LBD / SRC-1 peptide, estradiol-bound | inhibition, % at 25.6 µM | P03372; in the data active = inhibition above about 50%;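 also: 0% = receptor plus peptide control and 100% = peptide only without receptor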
# Numbers without * were called inactive; . = not tested or not shown; [ ] = dose if it differs, or a comment. These rows are one share of the data. The share of hits here may be higher or lower than overall.
SMILES,sEH act,Candida biofilm,ERb coact inh,Fibroblast inh,H69AR growth 86K,HUVEC inhibit,Smad3 inh,ERa SRC1 pot,ERa SRC1 inh
Cn1c(=O)c2cn(Cc3ccc(Cl)cc3)cc2n(C)c1=O,3.3,4.6,-4.3,93.4,89.5,85.0,4.9,94.7,-25.7
COCCn1c(COc2ccc(Cl)cc2)nnc1SCC(N)=O,6.8,11.4,4.4,102.2,108.3,103.5,-0.7,129.4,-7.3
COc1ccc(CNC(=O)CSc2ncnc3nc[nH]c23)cc1,-4.4,0.0,12.0[fluorescence artefact?],99.5,87.4,79.8,7.9,117.3,8.7[fluorescence artefact?]
CCOc1ccc(OCC)c(NC(=O)CN2CCN(c3cccc(C)c3)CC2)c1,.,-2.0,2.6[fluorescence artefact?],97.6,71.2,105.8,-0.1,97.8,5.3[fluorescence artefact?]
CC(C)(C)Nc1nc(C(N)=O)nc(N2CCOCC2)n1,-3.5,2.0,-20.1,65.9,80.4,70.6,7.2[fluorescence artefact?],130.4,-22.0
CC(=O)c1c(C)[nH]c(C(=O)COc2cc(C)cc(C)c2)c1C,.,5.7,-8.3,101.3,90.0,108.8,-5.1,101.9,-6.7
CCc1ccc(OCC(=O)Nc2ccc(S(=O)(=O)N3CCCC3)cc2)c(Br)c1,-53.5,-0.6,5.2,104.2,29.6*,60.6,4.1,141.8,9.4
COCCNC(=O)c1c(N)n(-c2ccccc2)c2nc3ccccc3nc12,12.0,15.5,25.3[fluorescence artefact?],89.1,60.7,76.6,-4.1,79.0[fluorescence artefact?],2.8
COc1cccc(N(C(=O)Cn2nnc3ccccc32)C(C(=O)NCc2ccco2)c2cccnc2)c1 (stereo not drawn),.,7.6,7.8,98.1,97.8,101.7,3.6,103.5[fluorescence artefact?],-0.8[fluorescence artefact?]
CCN=C1SC(C(=O)Nc2ccc(Cl)c(Cl)c2)CC(=O)N1CC (stereo not drawn),.,-0.3,0.9,105.3,96.7,100.8,11.3[fluorescence artefact?],105.0,-3.8
CCSc1nnnn1-c1ccccc1,8.9,5.5,-24.8,100.2,99.0,91.2,8.2,121.3,-3.6
Cc1ccc2nc(S(=O)(=O)O)[nH]c2c1,.,3.1,3.1,100.3,95.6,104.2,-2.5,122.4,-5.4

# The final 2 compounds of the section before are carried over, then new ones follow:
SMILES,sEH act,Candida biofilm,ERb coact inh,Fibroblast inh,H69AR growth 86K,HUVEC inhibit,Smad3 inh,ERa SRC1 pot,ERa SRC1 inh
CCSc1nnnn1-c1ccccc1,8.9,5.5,-24.8,100.2,99.0,91.2,8.2,121.3,-3.6
Cc1ccc2nc(S(=O)(=O)O)[nH]c2c1,.,3.1,3.1,100.3,95.6,104.2,-2.5,122.4,-5.4
N#Cc1c(N)c(C(=O)c2ccc(Br)cc2)n2c1CCC2,.,6.0,-5.3,88.7,95.5,89.7,-3.0,96.3[fluorescence artefact?],-10.3
COC(=O)c1cn(-c2ccccc2)nc1C(=O)OC,.,3.3,-3.7[fluorescence artefact?],99.2,96.1,99.5,3.8,120.0,3.1[fluorescence artefact?]
N#CC1=C(N)Oc2cc(Nc3ccccc3)ccc2C1c1ccncc1 (stereo not drawn),5.0,14.3,18.9[fluorescence artefact?],99.0,14.2*,3.1*,9.8,58.9[fluorescence artefact?],1.3
COC(=O)c1sc(NC(=O)c2ccc(OC)cc2OC)nc1C,9.8,2.6,21.6[fluorescence artefact?],91.9,69.8,80.8,-4.9[fluorescence artefact?],188.2[fluorescence artefact?],21.5[fluorescence artefact?]
CCCCNC(=O)c1c[nH]c2ccc(S(=O)(=O)Nc3ccc(OCC)cc3)cc2c1=O,.,1.7,29.9,96.6,104.2,70.9,-1.6,94.9[fluorescence artefact?],44.2
O=C(O)C(O)c1ccco1 (stereo not drawn),.,5.9,58.2*[fluorescence artefact?],100.3,91.9,86.3,20.6,132.2,53.6*
CC(NC(=O)NCC1CCCO1)(C(F)(F)F)C(F)(F)F (stereo not drawn),13.4,6.0,-10.1,96.2,100.4,95.9,0.2,111.9[fluorescence artefact?],-5.1
CC(C)(C)OC(=O)C1C(=O)CC(C)(O)C(C(=O)OC(C)(C)C)C1c1ccco1 (stereo not drawn),2.7,5.5,-3.9,84.3,76.1,91.0,-2.6,103.6,-8.2
CCOc1ccc(-c2nc(=S)[nH][nH]2)cc1,10.9,6.1,-3.0,101.7,39.8*,91.7,-9.1,88.5,-1.6
Cc1nnsc1NC(=O)OCC(C)C,8.2,8.9,-2.3,98.2,98.9,96.4,0.9,89.9,-7.0
Cc1ccc(-n2c(-c3cccnc3)n[nH]c2=S)c(C)c1,15.7,2.8,-16.8,93.1,70.6,88.5,-2.0,97.3,-0.9
CC(C)c1ccc(C2C(C#N)=C(N)N3C(=C2C#N)Sc2ccccc23)cc1 (stereo not drawn),25.3,2.9,9.1[fluorescence artefact?],113.8,89.9,97.3,-19.2,67.7[fluorescence artefact?],-5.7
CC(C)[C@H](N)c1nnc(SCC(=O)c2ccc(Cl)cc2)o1,-0.7,3.7,-1.6,92.9,88.8,79.3,17.6,83.7,-0.7
Cn1c(=O)cc(OCCCC(=O)Nc2ccc3c(c2)OCCO3)c2ccccc21,-27.6,3.5,-5.7,102.2,97.0,86.7,10.8,102.8,-3.1
COc1ccc(Cl)cc1N(CC(=O)Nc1ccc2c(c1)OCCO2)S(C)(=O)=O,-1.3,1.6,-0.6,91.9,63.1,76.3,-4.9,86.4,-3.8
COc1ccc(-c2nnn(CC(=O)Nc3sc4c(c3C#N)CCCC4)n2)cc1,10.6,3.8,24.1[fluorescence artefact?],108.3,6.8*,107.8,7.0,114.6[fluorescence artefact?],50.9*[fluorescence artefact?]
CN(c1ccc(O)cc1)c1nc(-c2ccccc2)cs1,.,9.6,.,96.1,80.3,68.8,.,.,.
O=C(NCc1ccccn1)C1CCN(S(=O)(=O)N2CCCCC2)CC1,8.1,.,9.8,107.6,95.6,101.0,-8.3,122.9,3.4
Cc1ccc(Cl)cc1N1CCN(S(C)(=O)=O)CC1,6.9,-2.0,2.4[fluorescence artefact?],97.6,92.7,104.8,-5.6,103.4,-6.0
CCOC(=O)c1c(C)oc2cc3c(C(=O)OCC)c(C)oc3cc12,8.0,2.7,1.5,101.6,99.1,105.3,1.1,106.8[fluorescence artefact?],-2.5
O=C1c2ccccc2C(=O)N1CCCc1nc2ccccc2c(=O)n1-c1cccnc1,15.3,8.9,-1.5,95.8,104.0,102.5,6.5,110.4,-0.3
Cc1ccc(-n2nnnc2SCC(=O)c2cc(C)n(-c3cc(C)on3)c2C)c(C)c1,-2.6,8.5,-4.0,88.7,83.5,87.8,6.7,118.8,-6.1
Cc1ccc(Nc2cc(C)nc(-c3ccccc3O)n2)cc1,4.0,6.3,8.3,87.6,43.2,70.2,-11.2,95.7,14.0
COc1ccc(-c2cc(C(F)F)n3ncc(C(=O)N4CCN(C)CC4)c3n2)cc1,-3.4,3.4,-15.4,102.1,69.3,88.6,1.5,99.8,-14.0
COC(=O)Cc1c(C)nc2nc(-c3ccco3)[nH]n2c1=O,-3.3,11.5,-6.2[fluorescence artefact?],99.5,103.6,93.9,10.3,98.5[fluorescence artefact?],-17.5
Cc1cc(=O)n2[nH]cc(C(=O)O)c2n1,20.2,3.5,6.1,102.4,94.6,97.4,0.8,85.2,-28.6[fluorescence artefact?]
Cn1c(Cn2c(=O)sc3ccccc32)nnc1SCC(=O)Nc1cccc(F)c1,.,-4.4,-10.2,108.5,101.6,105.2,3.9,91.7,-4.2
CCOC(=O)NC(=O)CN1C(=O)NC(C)(c2ccccc2)C1=O (stereo not drawn),-10.4,5.3,0.3,98.0,95.3,103.2,-3.0,115.5[fluorescence artefact?],-0.8
CCC(=O)Nc1c2c(nn1-c1ccc(OC)cc1)CS(=O)C2 (stereo not drawn),.,9.4,14.9[fluorescence artefact?],102.1,101.4,91.7,-7.5,98.5,-1.8
O=C(Nc1ccc(F)cc1F)N1CCN(C/C=C/c2ccccc2)CC1,.,0.5,3.5[fluorescence artefact?],98.4,93.6,100.1,1.2,97.5,1.4
CC(=O)OC1=Cc2c(ccc3ccc(=O)oc23)OC1(C)C,-6.4,2.3,-5.1,101.4,87.3,95.4,10.5,96.8,-0.4
Cc1coc(NC(=O)CSc2nc(-c3ccncc3)cc(C(F)(F)F)c2C#N)n1,6.4,2.0,7.2,99.0,38.0*,88.0,-25.8[fluorescence artefact?],125.2[fluorescence artefact?],21.3
COc1cc(NC(=O)C23CC4CC(C2)CC(n2nnc(C)n2)(C4)C3)c(OC)cc1Cl,-3.3,-1.1,-8.2[fluorescence artefact?],100.8,58.6,78.8,1.9,119.7,4.0
COC(Cn1c(C)c(C(C)=O)c(C(C)=O)c1C)OC,-4.3,5.4,-3.4,95.7,101.5,101.3,3.9,105.2[fluorescence artefact?],-4.2
CN(C(=O)c1cccc(C#N)c1)c1nnc(-c2ccncc2)s1,5.2,9.3,-5.4,98.5,91.3,96.6,-4.4,111.5,5.7
CC(=O)Nc1c(Cl)n(C(C)=O)c2ccccc12,0.6,4.2,-2.4,88.5,83.2,76.1,-2.2,101.4,-10.9
O=C(c1cc(N2CCCCC2)nc2ccccc12)N1CCOCC1,-2.7,7.8,-9.9,96.7,79.1,91.9,-4.9,109.7,-8.1
Cc1cc2cc(CNC(=O)c3ccc(Br)o3)ccc2n1C,.,6.5,42.6,99.7,92.0,96.5,-2.6,62.2[fluorescence artefact?],74.0*[fluorescence artefact?]
Cn1c(Cn2c(=O)sc3ccccc32)nnc1SCC(=O)Nc1cccc(Cl)c1,.,10.8,10.4,93.8,67.9,86.8,-8.5,97.3[fluorescence artefact?],3.1
Cc1nc(-c2ccc(NS(C)(=O)=O)cc2)cs1,11.7,4.6,5.7,101.8,98.1,99.4,-12.1,119.2,-2.5
O=C(CSc1nn(-c2ccc(Cl)cc2)c(=S)s1)N1CCN(C(=O)c2ccco2)CC1,.,9.3,-7.3,83.2,100.9,85.0,1.1,117.2,-3.8
CCCn1c(SCC(=O)Nc2ccccc2N2CCOCC2)nc2c1c(=O)n(C)c(=O)n2C,-15.4,2.4,-7.7,91.1,70.5,101.1,5.1,91.7,1.7
Cc1ccc2c(CNCc3ccco3)cc(=O)oc2c1,4.4,6.0,-6.2,95.1,86.1,90.1,-5.3,114.1,-7.0
COc1cc2cc(CN(CCO)S(=O)(=O)c3ccccc3)c(=O)[nH]c2cc1OC,14.2,5.9,-5.2,100.2,79.5,92.7,0.4,98.0,-4.0
COC(=O)COc1cccc(-n2cnnn2)c1,-7.5,7.9,-8.1,102.9,95.0,94.9,7.5,112.6,-5.1
COc1cccc(C(=O)n2cnnc2N)c1OC,-18.7,6.0,-1.9,90.8,103.8,100.0,4.4,109.0,-2.9
C=CCN1CCN(C(CC(C)C)c2nnnn2CCOC)CC1 (stereo not drawn),.,-1.0,0.4,105.6,86.6,104.3,3.3,121.5,2.4
CCOC(=O)c1cc(NC(=O)C2C3CCC(O3)C2C(=O)O)cc(C(=O)OCC)c1 (stereo not drawn),3.8,0.6,9.5,97.6,94.3,73.8,-10.1,94.0,6.3
O=C(CSc1nc2ccccc2[nH]1)c1ccc(Cl)s1,2.7,-3.5,28.3[fluorescence artefact?],111.6,110.1,111.4,-8.1,73.0[fluorescence artefact?],10.6
CC(C)(C)c1ccc(S(=O)(=O)NCCOCC(F)(F)C(F)F)cc1,0.8,5.6,-5.5,93.8,96.0,106.6,3.0,110.5,-3.4
